Screens as filed in PubChem.
SARS 3CLpro inh: SARS-CoV 3CLpro protease inhibitors, primary screen, biochemical, quenched FRET; Replicase polyprotein 1ab (Severe acute respiratory syndrome coronavirus), P0C6X7; recombinant SARS-CoV 3CLpro, quenched FRET peptide cleavage; inhibition, % at 6 µM; hit rate 0.14% among 290,000; AID 1706, 2009; in the data active = inhibition above about 12%
BoNT-F LC inh: BoNT/F light chain protease inhibitors, primary screen, biochemical, flow cytometry, MLPCN library. Botulinum neurotoxin type F light chain protease (Clostridium botulinum). Multiplex microsphere protease cleavage assay. hit rate 0.22% among 360,000. inhibition, % at 10 µM; in the data active = inhibition above about 35%, passing the limit was not always enough; inconclusive = no clear call, values can overlap the other calls; note: plate controls were buffer without enzyme for full effect and enzyme alone for no effect
PrPC surface inh: inhibitors of human cell surface prion protein PrPC, primary screen, cell-based, TR-FRET; TR-FRET read-out; inhibition, % at 13.8 µM; hit rate 0.43% among 370,000; AID 720596, 2013; in the data active = inhibition above about 24%; note: 0% = median of the test wells and 100% = reference compound wells
MazF activator: activators of E. coli MazEF toxin-antitoxin RNase, primary screen, biochemical, fluorescence, uHTS. hit rate 0.32% among 350,000. AID 504720, 2011. activation, % at 20 µM. FAM/BHQ RNA-DNA oligo cleavage fluorescence, 5 h. Endoribonuclease toxin MazF (Escherichia coli (strain K12)), P0AE70; in the data active = activation above about 50%
Target sequence (P0AE70 whole entry, looked up): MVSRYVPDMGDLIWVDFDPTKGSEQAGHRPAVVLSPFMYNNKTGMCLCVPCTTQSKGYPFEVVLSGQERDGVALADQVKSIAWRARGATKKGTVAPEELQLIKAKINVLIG
SSB-PriA inh: inhibitors of Klebsiella pneumoniae PriA binding to SSB C-terminal tail, primary screen, biochemical, AlphaScreen | AlphaScreen SSBct-PriA binding, biotinylated peptide | inhibition, % at 33 µM | hit rate 0.6% among 430,000 | AID 1272365, 2023; in the data active = inhibition mostly above about 37%, no sharp cut-off; inactive = mostly below about 20%;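 note: plate controls were negative control peptide for no effect and reference peptide for full effect; strong numbers were not always called active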
Rv3671c inh: Rv3671c serine protease inhibitors, primary screen, biochemical, fluorescence polarization, M. tuberculosis H37Rv; hit rate 0.048% among 320,000; AID 2606, 2010; P9WHR9; inhibition, % at 5.96 µM; in the data active = inhibition above about 38%;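 note: extracellular domain of Rv3671c used as enzyme; 0% = enzyme with DMSO and 100% = no enzyme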
Target sequence (P9WHR9 whole entry, looked up, the tested form may be a part): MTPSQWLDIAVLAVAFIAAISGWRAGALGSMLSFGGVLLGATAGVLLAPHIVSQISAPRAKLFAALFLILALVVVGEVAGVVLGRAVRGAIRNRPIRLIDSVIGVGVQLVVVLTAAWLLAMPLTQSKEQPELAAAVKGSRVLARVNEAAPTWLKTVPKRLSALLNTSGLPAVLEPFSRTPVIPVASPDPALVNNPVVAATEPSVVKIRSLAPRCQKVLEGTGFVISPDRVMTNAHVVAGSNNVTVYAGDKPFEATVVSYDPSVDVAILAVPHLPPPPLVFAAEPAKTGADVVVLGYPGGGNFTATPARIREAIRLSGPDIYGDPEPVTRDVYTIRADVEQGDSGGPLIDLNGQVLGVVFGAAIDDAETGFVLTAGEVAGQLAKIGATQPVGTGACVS
DUSP3 inh: VHR1 phosphatase inhibitors, primary screen, biochemical, absorbance, uHTS. AID 1654, 2009. hit rate 0.52% among 290,000. inhibition, % at 13.3 µM. recombinant VHR phosphatase, pNPP absorbance; in the data active = inhibition above about 50%; note: some compounds called inactive have numbers as strong as hits
Target sequence (P51452 whole entry, looked up): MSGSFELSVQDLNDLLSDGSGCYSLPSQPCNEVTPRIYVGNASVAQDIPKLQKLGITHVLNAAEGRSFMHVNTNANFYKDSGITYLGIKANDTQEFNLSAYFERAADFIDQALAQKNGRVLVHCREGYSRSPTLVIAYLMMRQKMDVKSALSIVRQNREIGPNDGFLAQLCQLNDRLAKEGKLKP
Anthrax LF inh2: Bacillus anthracis LF protease inhibitors, primary screen, biochemical, multiplex microsphere, MLPCN library | Lethal factor (Bacillus anthracis), P15917 | multiplex microsphere protease cleavage assay | inhibition, % at 10 µM | hit rate 0.12% among 360,000 | AID 588501, 2011; note: plate controls were buffer without enzyme for full effect and enzyme alone for no effect
BoNT A protease: BoNT/A light chain protease inhibitors, primary screen, biochemical, flow cytometry, MLPCN library. Botulinum neurotoxin type A light chain protease (Clostridium botulinum A str. ATCC 3502). multiplex microsphere protease substrate cleavage. inhibition, % at 10 µM. hit rate 0.17% among 360,000. AID 588499, 2011; note: plate controls were buffer without enzyme for full effect and enzyme alone for no effect
CCHF vOTU inh: CCHFV vOTU protease inhibitors, primary screen, biochemical, Pep-AMC substrate, fluorescence. hit rate 0.55% among 370,000. AID 651958, 2012. inhibition, % at 11.5 µM; in the data active = inhibition above about 30%; note: 0% = vehicle wells with enzyme and 100% = no enzyme wells
Active calls of the source: *; i = inactive; u = inconclusive; x = no result given; & = joins results of further samples. Cut-off read from the data, not from the text of the source, unless noted: active = inhibition above about 30%; inconclusive = no clear call, values can overlap the other calls; inactive = below that. Some of the compounds tested; rates above refer to the full screens.

SMILES	SARS 3CLpro inh	BoNT-F LC inh	PrPC surface inh	MazF activator	SSB-PriA inh	Rv3671c inh	DUSP3 inh	Anthrax LF inh2	BoNT A protease	CCHF vOTU inh
O=C(NCc1cccnc1)NC1CCCCC1	4	3	-2	3	4	-2	-7	2	0.5	-7
CCOC(=O)C1CCN(S(=O)(=O)c2ccc3[nH]c4c(c3c2)CCCC4)CC1	8	1	8	8	4	2	-27	-2	-0.1	4
O=C(CN1C(=O)NC2(CCc3ccccc32)C1=O)Nc1cccc(Cl)c1 (centres undefined)	x	-9	-2	4	-5	-11	x	-5	-0.3	10
Cc1ccccc1N1C(=O)C(Oc2ccc(Cl)cc2)C1CNCCCOC(C)C (centres undefined)	0	-13	5	-10	-1	-2	-1	-3	-0.8	14
COc1ccc(NS(=O)(=O)c2c(C)cc(C)cc2C)cc1	9	-4	12	-2	5	0	2	-5	-0.7	-11
COc1ccc(/C=C/C2=CCN(Cc3ccc(OC)cc3)CC2)cc1	4	3	4	-5	-5	-4	18	-6	0.1	9
CCOc1ccccc1NS(=O)(=O)c1csc(C(N)=O)c1	-1	8	7	6	-11	4	-12	-13	-0.9	-19
C/C(=N\NC(=O)c1cc(-c2ccncc2)nc2ccccc12)c1ccc(N2CCOCC2)cc1	0	0	2	8	x	-5	16	0	0.4	15
CC(C)N(C(=O)CS(=O)(=O)c1ccc(Cl)c(Cl)c1)C(C)C	4	2	6	-11	-15	-6	26	-1	0.8	-6
CC(C)Cn1c(N)c(C(=O)COC(=O)c2cnccn2)c(=O)n(C)c1=O	x	-14	4	2	-1	-2	x	-7	4.8	-9
COc1ccccc1CNC(=O)C1CC(c2ccccc2F)=NO1 (centres undefined)	x	-3	0	3	0	5	26	0	-0.5	5
CC(C)CN1CCN=C1Nc1ccccc1	-5	5	7	0	-7	-4	20	-3	-1.0	6
CC(=O)Nc1ccc(NC(=O)C2CCN(c3c(Cc4ccccc4)c(C)nc4ncnn34)CC2)cc1	0	6	8	4	-8	-5	x	0	-0.2	7
N#C/C(=C\c1ccc(Cl)cc1)C(=O)Nc1cccnc1	2	u	7	0	1	-3	4	9	u	-10
CCc1nc2ccc(C(=O)N3CCN(C(=O)c4ccco4)CC3)cn2c1N(C)Cc1nccs1	x	3	-2	x	x	x	x	-3	-0.4	-4
Nc1nc(-c2ccc(Cl)cc2)nnc1-c1ccc(Br)cc1	-2	-7	6	11	-8	-3	22	-7	0.0	8
CCOc1ccc2nc(SCC(=O)N3CCCCCC3)c(C#N)cc2c1	-3	18	-1	1	-3	-15	22	13	17	14
O=C(NC1C2CC3CC(C2)CC1C3)C1CCCCC1 (centres undefined)	0	33	5	-4	-4	7	7	-11	0.4	-1
CCn1c(C)cc(C(=O)CN2C(=O)c3ccccc3S2(=O)=O)c1C	x	-1	-4	2	-8	-1	x	-2	-0.1	-12
CC1CCCN(S(=O)(=O)c2ccc(C(=O)Nc3nnc(C4=COCCO4)o3)cc2)C1 (centres undefined)	-3	-7	1	x	x	-23	10	-3	0.2	-3

Laid out differently: results already given
SMILES,SARS 3CLpro inh,BoNT-F LC inh,PrPC surface inh,MazF activator,SSB-PriA inh,Rv3671c inh,DUSP3 inh,Anthrax LF inh2,BoNT A protease,CCHF vOTU inh
CCOc1ccccc1NS(=O)(=O)c1csc(C(N)=O)c1,-1,8,7,6,-11,4,-12,-13,-0.9,-19
COc1ccc(NS(=O)(=O)c2c(C)cc(C)cc2C)cc1,9,-4,12,-2,5,0,2,-5,-0.7,-11
COc1ccccc1CNC(=O)C1CC(c2ccccc2F)=NO1 (centres undefined),x,-3,0,3,0,5,26,0,-0.5,5
O=C(NC1C2CC3CC(C2)CC1C3)C1CCCCC1 (centres undefined),0,33,5,-4,-4,7,7,-11,0.4,-1
COc1ccc(/C=C/C2=CCN(Cc3ccc(OC)cc3)CC2)cc1,4,3,4,-5,-5,-4,18,-6,0.1,9
CC1CCCN(S(=O)(=O)c2ccc(C(=O)Nc3nnc(C4=COCCO4)o3)cc2)C1 (centres undefined),-3,-7,1,x,x,-23,10,-3,0.2,-3

Next section:
SMILES	SARS 3CLpro inh	BoNT-F LC inh	PrPC surface inh	MazF activator	SSB-PriA inh	Rv3671c inh	DUSP3 inh	Anthrax LF inh2	BoNT A protease	CCHF vOTU inh
COc1ccc(Cl)cc1N(CC(=O)N1CCCC1)S(C)(=O)=O	0	-2	-1	-21	-17	-4	-18	8	0.2	-5
Cc1ccc(C)c(NC(=O)CN(C)C(=O)c2cc([N+](=O)[O-])ccc2N2CCOCC2)c1	x	0	-15	1	-3	-8	x	0	-1.1	10
CC12C=CC(=O)C=C1CCC1C3CCC(O)(C(=O)CO)C3(C)CC(O)C12F (centres undefined)	x	-13	5	9	-11	x	x	0	-1.0	-10
COc1ccccc1C(=O)n1nc(-c2ccccc2)nc1NCc1ccco1	8	-17	-7	-6	-4	7	-5	-8	-2.2	-1
COc1ccc(-c2cc(C)no2)cc1S(=O)(=O)N1CCN(C(=O)c2ccco2)CC1	-2	1	6	-7	-1	-5	19	0	-0.3	12
COC(=O)C1=C(c2cc3ccccc3s2)C[C@@H]2CC[C@H]1N2C(=O)NCCS(C)=O (some centres undefined)	x	0	-8	5	-11	2	x	7	0.6	-5
Fc1cccc(-c2c(-c3ccccc3)ncc3cc(F)ccc23)c1	x	-5	0	-10	3	-2	x	8	0.4	-7
CCC1=Nc2cc(C(=O)N3CCC4(CC3)OCCO4)ccc2Sc2ccc(C)cc21	-1	6	6	1	14	-18	48	-2	-0.9	4
CCCC(C(=O)NC1CCCC1)N(Cc1cccs1)C(=O)c1snc(C(N)=O)c1N (centres undefined)	4	4	9	-4	-3	6	-15	-1	0.1	0
COc1ccc(Cn2c(=O)sc3ccccc32)cc1	-1	-4	-1	-2	4&-33	-7	-11	-9	-0.4	3
Cc1cc(=O)[nH]c(SCc2cccc(F)c2)n1	-1	0	1	2	-10	1	20	1	0.7	5
CCOC(=O)N1CCN(C(=O)c2cccc(-n3c(=S)[nH]c4cc(Cl)ccc4c3=O)c2)CC1	-5	-4	9	-5	-2	1	8	-2	-2.2	-4
CC(NS(=O)(=O)OCC(Cl)(Cl)Cl)c1ccc(C(C)(C)C)cc1 (centres undefined)	1	-13	15	-11	-17	-49	-7	-1	0.5	22
Cc1c(/C=C(\CC(=O)O)c2nc3ccccc3s2)cc(C#N)n1C	1	-6	-8	-6	7	7	20	3	1.2	-3
COc1ccc(NC(=O)Nc2cc(C)ccc2OC(F)F)c(OC)c1	-1	1	13	7	0	5	2	-6	2.3	10
CC=Cc1cc(OC)c2c(c1)C(C)C(c1ccc(O)c(OC)c1)O2 (centres undefined)	x	-1	-7	-1	9	x	x	-1	0.0	17
Cc1cccc(C(=O)c2c(N)sc3c2CCC(C)C3)c1 (centres undefined)	3	7	3	-4	-8	0	-4	1	0.8	2
O=C(N/N=C\c1cc(Cl)ccc1O)c1ccc(S(=O)(=O)N2CCCCC2)cc1	0	-7	3	-163	x	19	64*	0	5.5	0
COc1ccc(-c2nc(SCc3ccc(C#N)cc3)[nH]c(=O)c2C#N)cc1	7	-1	-5	-9	-5	-6	x	-5	-1.1	8
O=C(COc1cccc2cccnc12)Nc1cccc(S(=O)(=O)N2CCCC2)c1	x	8	31*	-5	-3	3	x	7	3.0	14
CN(CC(=O)Nc1cc(S(=O)(=O)N2CCOCC2)ccc1Cl)C1CCS(=O)(=O)C1 (centres undefined)	-2	-4	-5	-7	-5	-4	6	1	-0.9	-8
CCOC(=O)c1ccc(NC(=O)c2cn(-c3ccccc3)nc2-c2ccncc2)cc1	-1	-1	1	-3	1	193*	5	-3	-0.6	3
Cc1cccc(NC(=O)CSc2ccc(-c3ccco3)nn2)c1C	2	-9	-5	-9	1	-1	38	-7	0.3	-6
CCc1c(C)c2cc(Cl)c(O)c(CN(C)C)c2oc1=O	-9	-7	10	2	-8	-3	13	1	u	-318
COC(=O)C(NC(=O)c1ccco1)(Nc1nc(C)cs1)C(F)(F)F (centres undefined)	-1	-18	4	4	-12	10	21	-2	0.5	10
COc1ccccc1OCC(=O)NNC(=O)c1c(-c2ccccc2Cl)noc1C	4	24	3	5	-3	4	12	-2	3.1	0
COc1cc(C(=O)OCC(=O)NC(=O)NC2CCCCC2)cc(Cl)c1OC	x	2	8	-1	7	7	x	-2	3.2	6
Cc1ccc(NNC(=O)C(=O)N2CCCCC2)cc1	3	2	21	4	-24	3	33	-1	0.1	-6
O=C(NCc1cc2ccccc2[nH]1)C1CCC(=O)N(CC2CCCCC2)C1 (centres undefined)	x	0	10	-3	x	x	x	9	6.0	-2
COc1cc(C(=O)NNC(=S)NC(=O)c2ccc3c(c2)OCO3)cc(OC)c1OC	-2	x	7	8	12	19	4	x	x	12
C/C(=N\n1cnnc1)c1ccccc1	5	-4	0	2	x	3	11	-9	-0.4	12
COc1cccc(C(=O)Nc2ccc3c(c2)CCCN3C(=O)c2cccs2)c1OC	-4	0	9	-2	0	-1	13	-2	1.0	13
CCOc1ncccc1C(=O)NCC1COc2ccccc2O1 (centres undefined)	1	-8	0	6	-12	-1	-3	-16	-0.9	-4
CCOC(=O)C1=C(COC(=O)C2(C)CC2(Cl)Cl)NC(=O)NC1c1ccc(OC)cc1 (centres undefined)	7	3	8	0	3	-35	2	-6	0.2	0
Cc1nn(Cc2ccccc2)c(C)c1/C=N/NC(=O)c1ccncc1	0	u	-3	0	i	-2	20	13	3.7	10
Cc1cc(C)c2sc(N(CCN(C)C)C(=O)c3c(F)cccc3F)nc2c1	0	-5	-1	-1	20	-2	-16	-2	-1.4	0
Cc1cc(C)c(NC(=S)N(CCCN2CCOCC2)Cc2cccnc2)c(C)c1	1	-1	-4	-2	-9	-4	16	-2	-0.6	-2
CCN(CC)C(=O)C1=C(C)NC(=S)NC1c1cccs1 (centres undefined)	-1	2	4	2	1	-4	22	-2	0.4	7
CC(C)(CN1CCOCC1)NS(=O)(=O)c1ccccc1	-2	-27	-3	0	-9	2	-2	-3	-0.8	7
O=C(NCC(c1ccco1)N1CCCCC1)c1cccc(S(=O)(=O)Nc2ccccc2Cl)c1 (centres undefined)	6	x	3	3	-2	-25	12	x	x	7
CCOC(=O)c1ccc(Nc2ncccc2[N+](=O)[O-])cc1	3	-4	-14	-1	0	3	4	-1	0.3	2
CCOC(=O)c1ccccc1NC(=O)COC(=O)c1ccc(C)c(S(=O)(=O)N2CCOCC2)c1	-4	10	1	5	-21	-7	15	u	1.3	7
O=C(CCSc1ccccc1)NCCSc1ccccn1	1	-5	-2	0	-16	-3	33	-1	-1.0	-10
CCNc1cc2c(cc1O)CCC1C2CCC2(C)C(O)CCC12 (centres undefined)	x	-15	0	7	0	x	x	2	-0.1	6
Cc1nc(COc2ccc(C(=O)NCc3ccccc3CN3CCCCC3)cc2)cs1	x	u	-15	-25	-10	4	x	u	u	11
CC(C(=O)NC1CCCC1)N(C(=O)CS(=O)CC(=O)Nc1ccc(F)cc1)c1ccc2c(c1)OCCO2 (centres undefined)	-6	-1	-2	-9	-21	6	14	-1	-0.3	-8
CCOC(=O)CNC(=O)N1CCCC(Cc2ccccc2)(C(=O)OCC)C1 (centres undefined)	0	u	-6	5	-5	-9	x	12	-2.8	3
